From PubChem
KB-3-1 tox: KB-3-1 parental cell cytotoxicity | 400,000 tested, 1.4% active | KB-3-1 viability, CellTiter-Glo ATP luminescence, 72 h | AID 1347075 | Potency, µM (doses to about 46.1 µM), inactives show at the top dose activity change, negative = cytotoxic, most hits filed as cytotoxic; also: potency is read from the fitted curve at half-maximal effect; % is scaled to controls: 0 for no effect and ±100 for the full control effect; nearly all actives have a fitted effect of over 60% in size
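Cytotoxicity measured as CellTiter-Glo luminescence after 72 h at 37 C. Compound titrations were pinned onto drug-naive KB-3-1 parental adenocarcinoma cells grown in DMEM with 10% FBS, and normalized data fitted to concentration-response curves.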
IL1B secr inh: blocks inflammasome-driven IL-1 beta release | THP-1 LPS/ATP IL-1B secretion, AlphaLISA, 16 h; stronger effect = lower value | activity change, % at 57.5 µM | 360,000 tested, 4.7% active | AID 743279; in the data active = activity change below about -50%; inconclusive = mostly about -30% to -49%; also: % is scaled to controls: 0 for no effect and ±100 for the full control effect
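Secreted IL-1B measured by AlphaLISA bead assay after 16 h compound exposure of THP-1 cells; compounds (final up to 57.5 uM) added 1 h before LPS (250 ng/mL) and ATP (1.25 mM) stimulation; lower signal means less secretion.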
ATXN2 expr inh: inhibitors of ATXN2 expression. 360,000 tested, 0.72% active. HEK-293 ATXN2-luciferase reporter, luminescence, 24 h. AID 1745845. Potency, µM (series often up to 57 µM), inactives show at the top dose activity change, negative = inhibition, hits mostly inhibitors; also: potency is read from the fitted curve at half-maximal effect; % is scaled to controls: 0 for no effect and ±100 for the full control effect; nearly all actives have a fitted effect of over 55% in size
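qHTS (up to 57 uM final) was run with 24 h compound exposure of reporter cells at 37 °C. Each well was multiplexed: SteadyGlo luminescence measured ATXN2-luciferase expression after a fluorogenic Gly-Phe-AFC viability readout (25 uM final).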
S2 tox: cell viability loss in ATXN counter-screen; S2 cells (HEK-293 line with an ATXN2-luciferase reporter) viability, CellTiter-Fluor protease fluorescence, 24 h; Potency, µM (series often up to 56.7 µM), usual class: cytotoxic; 400,000 tested, 0.49% active; also: potency is read from the fitted curve at half-maximal effect; nearly all actives have a fitted effect of over 40% in size
HT1080NT lethal: kills 2HG-producing HT-1080-NT fibrosarcoma cells. HT-1080-NT fibrosarcoma viability, CellTiter-Glo ATP luminescence, 48 h. Potency, µM (highest dose often 46.1 µM), without a hit: top-dose activity, negative = less viability, usual class: cytotoxic. 360,000 tested, 1.6% active. AID 686970;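 also: NT is the 2HG producing partner of a matched IDH1 knockdown line; potency is read from the fitted curve at half-maximal effect; 0% = DMSO-treated cells and -100% = media-only wells without cells; nearly all actives have a fitted effect of over 55% in size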
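HT-1080-NT; 750 cells/well; 5% FBS RPMI; 48 h compound, 37 degrees C; CellTiter-Glo luminescence; curve fitting and curve-class assignment.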
MCF10A rerep: inducers of DNA re-replication in MCF 10A breast cells; MCF 10A DNA re-replication, Hoechst nuclear intensity, 48 h; Potency, µM (doses to about 46.1 µM), inactives show at the highest dose activity, positive = re-replication, actives largely listed as activators; 350,000 tested, 2.9% active; AID 624296; also: potency is read from the fitted curve at half-maximal effect; % of control where 0% means no effect; nearly all actives have a fitted effect of over 50% in size
SW480 rerep: DNA re-replication induction in SW480 cells; 340,000 tested, 1.8% active; SW480 DNA re-replication, Hoechst DNA content imaging, 48 h; Potency, µM (series often up to 46.1 µM), for the others: at the top dose re-replication activation, hits mostly activators; also: potency is read from the fitted curve at half-maximal effect; % of control where 0% means no effect; nearly all actives have a fitted effect of over 55% in size
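Image-based read-out: total Hoechst fluorescence of nuclei (405 nm excitation, 500-530 nm emission), with hits raising the fraction of high-intensity nuclei. SW480 colon cells incubated 48 hr with compounds at 37 C.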
HepG2 tox: HepG2 cytotoxicity, counter-screen for TGF-b inhibitors | Potency, µM (titrated, usually from 46.1 µM), without a hit: at the top dose activity change, negative = cytotoxicity, most hits filed as cytotoxic | AID 588856 | HepG2 CAGA-GFP viability, ATP luminescence, 18 h | 410,000 tested, 0.76% active; also: potency is read from the fitted curve at half-maximal effect; some results filed as inactive show a strong effect at the top dose
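HepG2 CAGA-GFP cells (1000/well, DMEM with 1% FBS) received compound, then TGF-beta at 500 pg/mL final, and were incubated 18 hours at 37 degrees C. Viability was read by CellTiter-Glo luminescence. Media-only wells were set as complete cell-killing and DMSO as no toxicity.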
HT1080 IDH1KD tx: kills HT-1080 cells with IDH1 knockdown. AID 686971. Potency, µM (titrated, usually from 46.1 µM), for inactives: at the highest dose activity, negative = toxicity, most hits filed as cytotoxic. 360,000 tested, 2% active. HT-1080 IDH1 knockdown viability, ATP luminescence, 48 h;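 also: potency is read from the fitted curve at half-maximal effect; 0% = DMSO wells and -100% = cell-free medium wells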
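IDH1KD HT-1080 cells, 750/well, RPMI + 5% FBS; compound pinned after 2 h settling; 48 h, 37 °C; CellTiter-Glo luminescence; % activity normalised to DMSO and no-cell wells; curves fitted, classed by r2 and efficacy.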
* marks the source's active call; other numbers are inactive results; i = inactive; ? = inconclusive; / = not tested or not shown; & = joins results of further samples; [ ] = another dose, or the depositor's remark. Unless noted, calls follow the shape of the dose curve; as a rule, active = well fitted curve in the direction sought with a large enough effect; inconclusive = small, poorly fitted or top-dose-only effect, or another doubt; inactive = no such curve, though single readings can be large; an effect the other way counts as inactive or inconclusive.

Each structure is followed by: KB-3-1 tox	IL1B secr inh	ATXN2 expr inh	S2 tox	HT1080NT lethal	MCF10A rerep	SW480 rerep	HepG2 tox	HT1080 IDH1KD tx
- CCOc1ccc(N2CC(C(=O)Nc3cc(OCC)c(N4CCOCC4)cc3OCC)CC2=O)cc1 (stereo unspecified)
  0%	10	-4%	i	0%	2%	-2%	5%	5%
- COc1ccccc1C(=O)N1CCN(CCNC(=O)C(=O)Nc2ccc(Br)c(C)c2)CC1
  9%	-4	?	i	-10%	19%	-21%	-37%	-9%
- COc1ccccc1OCCn1cc(C#N)c2ccccc21
  0%	-2	6%	i	-7%	3%	-5%	3%	6%
- Cc1ccc(-n2nc3ccc(NC(=O)c4oc5ccccc5c4C)cc3n2)cc1
  19%	/	3%	i	/	/	/	1%	/
- Cc1ccc(S(=O)(=O)N2C[C@H]3[C@H]4C(=O)N(c5ccccc5)C(=O)[C@H]4CC(=O)[C@H]3[C@@H]2c2ccccc2)cc1
  0%	7	5%	i	16%	/	/	9%	21%
- CC(C)NC(=O)N(C)C[C@H]1Oc2ccc(NC(=O)c3ccncc3)cc2C(=O)N([C@H](C)CO)C[C@@H]1C
  -1%	29	8%	i	-2%	2%	-4%	-19%	-3%
- O=C(COC(=O)c1ccc2ccccc2n1)c1ccccc1
  15%	12	-14%	i	-1%	1%	-1%	-13%	7%
- O=C(c1ccccc1)c1sc(N2CCCCCC2)nc1-c1ccccc1
  ?	-17	2%	i	-23%	?	29%	-9%	-20%
- Brc1ccc(C=Nc2ccc3c(c2)OCCOCCOCCO3)s1
  -3%	10	-4%	i	21%	0%	1%	-45%	25%
- COc1ccc(Nc2nc(N)nc(CN3CCC(Cc4ccccc4)CC3)n2)cc1
  9%	?	-16%	i	?	1%	4%	-50%	-26%
- O=C(CCN1C(=O)/C(=C\c2ccccc2)SC1=S)NCCCN1CCOCC1
  -10%	-27	/	?	0%	?	-2%	-16%	1%
- CCN(CC)CCn1c(NCc2ccccn2)nc2ccccc21
  -1%	0	1%	i	9%	5%	3%	6%	4%
- COc1ccc(NS(=O)(=O)c2ccc3oc(SC4CCOC4=O)nc3c2)cc1 (stereo unspecified)
  0%	-8	3%	i	?	2.9µM*	?	-51%	?
- Cc1nn(-c2ccccc2)c(C)c1C(=O)OC/C(O)=C(\C#N)c1nc2ccccc2[nH]1
  18%	27	21%	i	-12%	?	-2%	-28%	-10%
- CCc1nn(CC(=O)NCCOC)c(=O)c2cc3cc(F)ccc3n12
  26%	/	3%	i	/	/	/	-20%	/
- COC(=O)c1cc(OC)c(OC)cc1NC(=O)c1ccc(OC)c(OC)c1
  0%	-15	-3%	i	1%	0%	-3%	1%	2%
- Cc1ccc(S(=O)(=O)NC(C)(C)CSc2nncn2N)cc1
  16%	5	-8%	i	3%	1%	-3%	-1%	4%
- COc1ccc(/C=C2\SC(=O)N(CCNC(=O)Cn3cnnn3)C2=O)cc1
  -1%	-28	23%	i	8%	13%	-4%	-46%	-5%
- O=C(O)CSc1cccc[n+]1[O-]
  7%	-14	0%	i	8%	-1%	-5%	1%	1%
- O/N=C/c1ccc(-c2ccccc2OC(F)(F)F)o1
  -22%	-3	-14%	i	-3%	13%	2%	-37%	-19%
- COc1cc(CNC(=O)C2CC(O)CN2C(=O)Nc2ccccc2)cc(OC)c1OC (stereo unspecified)
  -2%	-3	/	i	13%	/	/	0%	12%
- Cc1cc(-c2c(C)[nH]n(-c3ccc(Cl)cc3)c2=O)n(-c2ccccc2)n1
  14%	0	2%	i	-5%	5%	-23%	-3%	-4%
- Cc1ccc(C(=O)OCC(=O)NC(=O)Cc2ccccc2)c(O)c1
  14%	-13	4%	i	21%	-4%	-22%	-5%	5%
- CCOc1ccc(CC(=O)Nc2c(C(N)=O)oc3ccc(Br)cc23)cc1OCC
  9%	-5	-7%	i	4%	-2%	-3%	-14%	-8%
- CCOc1ccc(CC(=O)Nc2nccs2)cc1
  0%	22	-2%	i	0%	-3%	-13%	-3%	8%
- COC(=O)c1cc(-n2cccc2)ccc1N1CCOCC1
  -8%	-11	-16%	/	8%	-3%	-3%	-12%	-1%
- COc1ccc(C(=O)Nc2ccc(F)cc2F)cc1OC
  -10%	?	18%	i	8%	1%	-11%	-20%	6%
- CCN(Cc1ccccc1)C(c1ccccn1)c1nnnn1C(C)(C)CC (stereo unspecified)
  -3%	?	-9%	i	-2%	?	?	1%	2%
- Cc1ccccc1-n1ncc2c1CC(C)(C)CC2NC(=O)c1cn[nH]c1C (stereo unspecified)
  ?	-11	-6%	i	2%	6%	-7%	11%	3%
- CC1=C(C(=O)OC(C)C)C(/C=C/c2ccccc2)NC(=O)N1 (stereo unspecified)
  -3%	5	4%	i	11%	?	-2%	-2%	0%
- COc1ccc(NC(=O)Cn2c(=O)n(Cc3ccc4c(c3)OCO4)c(=O)c3ccc(C(=O)NC4CCCCC4)cc32)cc1
  0%	/	2%	i	/	/	/	-2%	/
- C=CCNc1oc(-c2ccco2)nc1S(=O)(=O)c1ccccc1
  -4%	i	-5%	i	-11%	1%	?	-3%	-4%
- COc1cccc(-c2nc3c(c(=O)[nH]c(=O)n3Cc3ccccc3)n2CCO)c1OC(F)F
  5%	-19	-4%	i	-4%	7%	12%	-12%	13%
- O=C(COc1ccccc1)Nc1c(Cl)ccc2nsnc12
  7%&-19%	3	7%&-10%	i	8%	3%	-1%	1%&-17%	4%
- CCOC(=O)COc1nc(Nc2ccccc2C)nc(N(C)C)n1
  ?	20	9%	i	5%	-14%	1%	-1%	14%
- COC(=O)N1CCCCC1c1cc(C(=O)N2CCOCC2)no1 (stereo unspecified)
  0%	-16	8%	i	1%	/	/	-34%	13%
- C=CCn1c(C)cc(C(=O)CSc2nnc(C3CC3)n2C2CC2)c1C
  /	-5	16%	i	-1%	4%	1%	1%	9%
- Cc1cc(N)n(-c2ccccc2)n1
  1%	-7	-3%	i	-2%	-5%	0%	-1%	2%
- CCn1cc(C(=O)O)c(=O)c2cc3c(cc21)OCO3
  /	/	21%[25.6 µM]	i	/	6%&5%	5%&-3%	/	/
- CCCc1cc(=O)[nH]c(SCC(=O)Nc2ccc(Br)cc2Br)n1
  7%	23	-25%	i	-7%	-4%	2%	6%	0%
- CC(C)(C)n1nc2c(c1NC(=O)Cc1cccc3ccccc13)CS(=O)(=O)C2
  10%	-10	-16%	i	2%	-1%	0%	-37%	6%
- COCCN(C(=O)CSc1nnc(-c2ccc(C)cc2)n1N)c1c(N)n(Cc2ccccc2)c(=O)[nH]c1=O
  11%	-15	-8%	i	0%	8%	-3%	-2%	-1%
- Cc1[nH]c2ccccc2c1CN1CCN(c2ccccn2)CC1
  -3%	/	14%	i	7%	3%	103%	-30%	1%
- CCOC(=O)c1sc(N)c(C#N)c1CSc1nnc(C2CC2)n1N
  3%	16	0%	i	-2%	-3%	-3%	-4%	4%
- CC1CCN(Cc2nnnn2CCCC(=O)NCCc2cnn(C)c2)CC1
  3%	5	/	i	14%	1%	2%	-9%	-7%
- O=[N+]([O-])c1ccc(Nc2ccc(N3CCOCC3)cc2)c([N+](=O)[O-])c1
  -2%	8	-25%[11.3 µM]	i	0%	-7%	-2%	-2%	-1%
- O=C(NNC1=C(C(=O)C(F)(F)F)CCC1)c1ccccc1Cl
  ?	67	?	?	15µM*	?	?	-39%	?
- COc1ccccc1NC(=O)N(C)C[C@H]1Oc2ncc(Br)cc2C(=O)N([C@H](C)CO)C[C@H]1C
  4%	15	7%	i	16%	/	/	-7%	13%
- O=C(Cn1c(=O)nc(-c2ccccc2)c2cc(Cl)ccc21)NCc1ccc(Cl)cc1
  ?	/	-3%	i	/	/	/	-12%	/
- O=C(CN1C(=O)CCn2nc(-c3ccccc3)cc21)NCc1ccc(F)cc1
  2%	/	7%	i	/	/	/	3%	/
- CCOC(=O)C1CCN(C(=O)CCCOc2ccccc2)CC1
  -13%	-7	27%	i	0%	-4%	0%	4%	-3%
- O=C(NCc1ccccn1)c1ccc(N2CCCC2)c([N+](=O)[O-])c1
  5%	-2	19%	i	2%	3%	1%	-18%	-1%
- CC12CCC(=O)N1C(C(=O)Nc1ccc(F)cc1)CS2 (stereo unspecified)
  0%	0	0%	i	6%	-13%	-5%	-1%	13%
- O=C1Nc2ccc(S(=O)(=O)N3CCCC3)c3cccc1c23
  -3%	37	44%[activator]	i	-16%	0%	-5%	-1%	-27%
- O=C1CSC(c2ccccc2F)N1CCN1CCCCC1 (stereo unspecified)
  7%	12	-9%	i	4%	-190%[0.0737 µM]	5%	12%	21%
- O=C(NCCN1CCCCC1)Nc1ccc(Cl)cc1
  19%	10	-1%	i	-15%	1%	0%	2%	-13%
- COc1cc(NC(=O)C2CCN(S(=O)(=O)c3ccc4c(c3)oc(=O)n4C)CC2)cc(OC)c1
  12%	/	15%	i	/	/	/	4%	/
- O=c1c2cn[nH]c2[nH]c(=S)n1-c1ccccc1
  -2%	13	-8%	i	12%	-2%	-4%	0%	8%

Outcome played no part in choosing rows; overall some 8.9% were active at least once.
